SKN-1 block: suppressors of acrylamide-induced Pgst-4::GFP reporter in worms, primary screen, SKN-1 inhibitor project, whole organism, uHTS, GFP/RFP fluorescence ratio, strain VP596; C. elegans VP596 Pgst-4::GFP/RFP ratio, 24 h; inhibition, % at 21.8 µM; 360,000 compounds, 0.49% hits;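 active means interference check ratio from 0.5 to 1.5 plus GFP to RFP signal ratio inhibition reaching or exceeding a fixed threshold, cut at about 30% in these data, passing the limit was not always enough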; further: some compounds called inactive have numbers as strong as hits
MT1-MMP act inh: blockers of MT1-MMP proenzyme processing, primary screen, HT1080 RFP-PRO-GFP cells, GFP/RFP fluorescence; GFP/RFP ratio change, % at 20 µM; Matrix metalloproteinase-14 (Homo sapiens), P50281; GFP/RFP ratio fluorescence, overnight; percent of plate control window, DMSO zero; 360,000 compounds, 0.061% hits;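 active means GFP/RFP ratio change of at least 30% with cell ATP level not reduced by more than half and red fluorescence within 50% of control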; further: strong numbers were not always called active
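Assay system: RFP-PRO-GFP reporter HT1080 cells; read-out basis: GFP/RFP fluorescence ratio; benchmarks: DMSO wells and RFP-L50D-GFP cells; doses: 20 µM single dose, 1% DMSO; schedule: overnight cell settling, then overnight compound exposure, 37 °C, 5% CO2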
E coli Lon inh: inhibitors of E. coli Lon protease, primary screen, biochemical, fluorescence polarization. AID 602123, 2011. P0A9M0. purified E. coli Lon protease. inhibition, % at 7.94 µM. 360,000 compounds, 0.42% hits; in the data active means inhibition above about 13%, passing the limit was not always enough;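 further: 0% = enzyme with probe and DMSO and 100% = no enzyme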
Rin1 Abl inh: inhibitors of Rin1-Abl protein binding, primary screen, biochemical, TR-FRET; AID 588664, 2011; Tyrosine-protein kinase ABL1 (Homo sapiens) + Ras and Rab interactor 1 (Homo sapiens), …; 360,000 compounds, 0.4% hits; inhibition, % at 7.35 µM; in the data active means inhibition above about 5%, passing the limit was not always enough
MsrA inh: bovine MsrA enzyme inhibitors, primary screen, biochemical, absorbance, HTS. Methionine sulfoxide reductase A (Bos taurus). purified bovine MsrA, absorbance read-out. inhibition, % at 15.5 µM. 360,000 compounds, 0.75% hits. AID 651718, 2012; in the data active means inhibition above about 4.5%;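 further: 0% = vehicle wells with enzyme and 100% = reference inhibitor wells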
bovine MsrA act: bovine MsrA enzyme activators, primary screen, biochemical, absorbance, HTS | 360,000 compounds, 0.3% hits | activation, % at 10.6 µM | purified bovine MsrA, absorbance read-out; in the data active means activation above about 7.5%;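 further: 0% = vehicle and 100% = reference activator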
FAS-TE inh: FAS thioesterase domain inhibitors, primary screen, biochemical, fluorescence intensity, uHTS. 360,000 compounds, 0.67% hits. Fatty acid synthase (Homo sapiens), P49327. inhibition, % at 15 µM. recombinant FAS-TE, OMFH fluorogenic substrate, fluorescence endpoint;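 active means compounds whose normalised, plate-corrected inhibition of enzyme fluorescence in the single-dose primary screen is 50% or more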;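 further: 0% = DMSO with enzyme and 100% = substrate without enzyme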
NRP1-CendR mod: modulators of CendR peptide binding to NRP-1, primary screen, biochemical, fluorescence polarization, uHTS. FAM-RPARPAR peptide binding to NRP-1. inhibition, % at 25 µM. 360,000 compounds, 0.85% hits. AID 602438, 2012;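 active means inhibition or corrected inhibition above about 18%, plus a signal ratio from 0.5 to 1.5, limit read from the data, passing the limit was not always enough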; further: strong numbers were not always called active
Target sequence (O14786 whole entry, looked up): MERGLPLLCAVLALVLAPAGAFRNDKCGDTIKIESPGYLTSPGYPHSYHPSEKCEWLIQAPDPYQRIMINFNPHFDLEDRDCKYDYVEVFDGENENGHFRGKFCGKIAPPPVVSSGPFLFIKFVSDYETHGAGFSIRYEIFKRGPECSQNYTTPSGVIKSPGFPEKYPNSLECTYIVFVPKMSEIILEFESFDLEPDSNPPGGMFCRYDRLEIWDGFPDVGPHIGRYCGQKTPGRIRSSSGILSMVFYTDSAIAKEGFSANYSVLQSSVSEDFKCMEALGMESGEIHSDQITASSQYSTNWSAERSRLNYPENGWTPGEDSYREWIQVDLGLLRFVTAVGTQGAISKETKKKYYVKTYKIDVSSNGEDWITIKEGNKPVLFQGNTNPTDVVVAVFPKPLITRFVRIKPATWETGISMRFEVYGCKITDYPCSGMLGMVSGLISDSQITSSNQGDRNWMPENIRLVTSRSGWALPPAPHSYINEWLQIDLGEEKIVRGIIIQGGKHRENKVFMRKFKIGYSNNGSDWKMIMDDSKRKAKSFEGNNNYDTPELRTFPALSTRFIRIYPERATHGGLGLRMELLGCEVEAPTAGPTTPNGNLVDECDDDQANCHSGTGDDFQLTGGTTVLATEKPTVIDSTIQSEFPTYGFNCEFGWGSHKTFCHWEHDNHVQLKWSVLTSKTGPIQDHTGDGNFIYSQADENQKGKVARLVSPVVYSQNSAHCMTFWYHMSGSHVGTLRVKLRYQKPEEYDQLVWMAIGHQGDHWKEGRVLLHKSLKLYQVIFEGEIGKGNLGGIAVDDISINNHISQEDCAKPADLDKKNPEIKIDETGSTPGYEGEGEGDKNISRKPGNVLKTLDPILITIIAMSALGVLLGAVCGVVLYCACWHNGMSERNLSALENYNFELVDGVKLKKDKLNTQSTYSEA
Neddyl block: inhibitors of cullin neddylation, primary screen, biochemical, TR-FRET, uHTS, NAE and Ubc12. NEDD8-conjugating enzyme Ubc12 (Homo sapiens) + NEDD8-activating enzyme E1 regulatory …. AID 651699, 2012. calls only at 25 µM. 360,000 compounds, 0.58% hits; in the data active means inhibition above about 36%
* = called active by the depositor; i = inactive; . = not tested or not shown.

canonical_smiles	SKN-1 block	MT1-MMP act inh	E coli Lon inh	Rin1 Abl inh	MsrA inh	bovine MsrA act	FAS-TE inh	NRP1-CendR mod	Neddyl block
O=C(Nc1ccc(Oc2cccc3ccccc23)cc1)c1ccco1	32	-3	-5	3	1.7	-7	28	2	i
CCc1nnc(NC(=O)CSc2nnc(-c3c[nH]c4ccccc34)n2CCOC)s1	7	0	-1	-4	0.4	-2	-7	-1	i
C/C(=N/Nc1ccc(C)cc1)C1(C)N(O)C(C)(C)C(c2ccco2)=[N+]1[O-] (centres undefined)	4	4	-6	1	-0.6	-6	1	6	i
COc1ccc(/C=N/NC(=O)CNC(=O)C2COc3ccccc3O2)cc1OC (centres undefined)	-1	0	-4	1	0.6	-2	1	-4	i
COc1ccc(C(OC(=O)c2ccco2)C(=O)NC(C)(C)C)cc1OC (centres undefined)	-4	1	-6	2	-0.5	-3	-1	6	i
CCOc1ccc(NC(=O)c2c(NC(=O)CNCCN3CCOCC3)sc3c2CCC3)cc1	4	0	-13	-3	-0.5	-1	12	-4	i
CC/C(=N\NC(=O)c1ccc(N2CCCC2=O)cc1)c1ccccc1	7	-1	-6	3	1.1	0	-1	13	i
CCCC(=O)c1cc2ccccc2oc1=O	-12	2	-6	-1	2.2	-1	-7	4	i
Cc1nc2ccc([N+](=O)[O-])cc2c(=O)n1Cc1cccc(F)c1	11	1	-9	6	2.1	-3	41	3	i
Cc1ccc(Cc2c(-c3ccco3)nc3ccc(C)cn23)cc1	13	0	4	0	1.1	-8	8	-16	i
CCOc1ccc(C(=O)NC(=S)Nc2ccc(N3CCCCC3)cc2)cc1[N+](=O)[O-]	4	7	-8	4	-0.1	1	13	0	i
O=C(CN1C(=O)/C(=C2/SC(=S)N(CCS(=O)(=O)O)C2=O)c2ccccc21)Nc1cccc(Br)c1	-1	3	5	4	-0.8	-3	-1	-9	i
CC(NC(=O)OCc1ccccc1)C(=O)N1CC(O)CC1C(=O)O (centres undefined)	9	1	-5	-2	0.7	-3	-9	9	i
CC(=O)Nc1cccc(-c2cc(N3CCN(CCO)CC3)n3nccc3n2)c1	34	6	3	-4	-0.6	2	-8	-6	i
NC(c1csc(Nc2cc(NCc3ccco3)ncn2)n1)c1ccccc1Cl (centres undefined)	-3	-3	-9	1	1.1	-3	-13	-31	i
CC(NC(=S)Nc1cccc(C(F)(F)F)c1)C(C)(C)C (centres undefined)	2	0	12	2	-0.7	-6	21	5	i
CCC1(c2ccccc2)NC(=O)N(CC(=O)N(CC(=O)Nc2ccccc2C(F)(F)F)Cc2ccco2)C1=O (centres undefined)	12	-3	-8	0	-1.0	0	1	-8	i
COc1ccc(-c2[nH]ncc2CN(Cc2nccn2C)C(C)C)c(F)c1	2	-4	-10	-1	-1.0	-6	-8	-4	i
COc1cccc(/C=C2\SC(=S)N(CCCC(=O)Nc3ccc(C(=O)O)cc3)C2=O)c1	4	-1	-8	0	0.5	-3	1	-32	i
CC(NC(=O)/C=C/c1ccc(Br)cc1)c1ccccc1 (centres undefined)	2	0	1	-3	-0.6	-8	6	-4	i

Arranged by molar mass (smallest number first): part of the list above
canonical_smiles	SKN-1 block	MT1-MMP act inh	E coli Lon inh	Rin1 Abl inh	MsrA inh	bovine MsrA act	FAS-TE inh	NRP1-CendR mod	Neddyl block
CC(NC(=O)OCc1ccccc1)C(=O)N1CC(O)CC1C(=O)O (centres undefined)	9	1	-5	-2	0.7	-3	-9	9	i
C/C(=N/Nc1ccc(C)cc1)C1(C)N(O)C(C)(C)C(c2ccco2)=[N+]1[O-] (centres undefined)	4	4	-6	1	-0.6	-6	1	6	i
CC(=O)Nc1cccc(-c2cc(N3CCN(CCO)CC3)n3nccc3n2)c1	34	6	3	-4	-0.6	2	-8	-6	i
O=C(CN1C(=O)/C(=C2/SC(=S)N(CCS(=O)(=O)O)C2=O)c2ccccc21)Nc1cccc(Br)c1	-1	3	5	4	-0.8	-3	-1	-9	i

Further compounds follow.
canonical_smiles	SKN-1 block	MT1-MMP act inh	E coli Lon inh	Rin1 Abl inh	MsrA inh	bovine MsrA act	FAS-TE inh	NRP1-CendR mod	Neddyl block
CCN1CCN(C(=O)c2ccc(OC)c(S(=O)(=O)Nc3ccc(C)cc3)c2)CC1	15	-2	8	-1	-0.7	-3	-5	5	i
COc1cccc(-n2c(=O)c3sccc3n(CC(=O)NC3CCCC3)c2=O)c1	7	2	7	0	1.2	-4	0	9	i
COc1cccc(NC(=O)COC(=O)c2ccccc2F)c1	5	0	0	0	0.4	-2	-8	6	i
CCCN1CCN(c2ccc(S(N)(=O)=O)cc2[N+](=O)[O-])CC1	-16	2	-7	-3	0.0	-2	-1	0	i
COc1ccc(OC)c2c(C)cc(NCCN3CCOCC3)nc12	4	5	-4	0	0.9	-3	-9	16	i
CCc1ccc(NC(=O)C(C)n2nc(C)c([N+](=O)[O-])c2C)cc1 (centres undefined)	4	3	1	3	0.3	0	5	2	i
COC(=O)c1cccc(NCN2C(=O)c3ccccc3C2=O)c1	4	9	-10	3	-0.1	-2	-1	4	i
CC1CCc2c(sc3ncnc(SCC(=O)c4ccccc4)c23)C1 (centres undefined)	-8	0	-1	0	0.2	-2	4	-2	i
CSc1nncc(/C(C)=N\Nc2cccc(C)c2)n1	-10	-1	3	3	-0.7	3	-13	10	i
CC(C)(C)C(=O)N1CCN(c2ccnc3cc(Cl)ccc23)CC1	5	1	3	-2	1.8	-8	-2	2	i
CC(=O)c1ccc(NC(=O)C2CCN(S(=O)(=O)c3cccc4cccnc34)CC2)cc1	14	-1	5	-5	1.7	0	16	2	i
CCn1c2ccccc2c2cc(/C=C(/C#N)C(N)=S)ccc21	24	-9	-22	-6	0.5	0	-2	-15	i
CCOC(=O)/C(=C\c1ccc([N+](=O)[O-])cc1)C(=O)c1cc(C(C)=O)c(Nc2ccccc2)s1	7	-10	-3	-2	-0.6	4	22	5	i
COc1cc(Cl)cc(C(c2c(C(=O)O)[nH]c3ccccc23)c2c(C(=O)O)[nH]c3ccccc23)c1O	-2	-1	8	0	-0.7	0	0	-142	i
COC(=O)C1N2C(=O)[C@@H](NC(=O)COc3ccccc3)[C@H]2SC1(C)C (some centres undefined)	1	0	2	1	-0.3	-1	-9	31*	i
C#CC[N+](C)(C)CCCCCCCC	-1	3	-2	5	-0.3	-4	-8	3	i
CCc1cccc(CC)c1NC(=O)COc1ccccc1C(=O)c1cc(C#N)c(=O)n(C2CCCCC2)c1	12	-14	2	-4	0.9	-2	41	-19	i
FC(F)(F)c1cc(-c2cccs2)nc2cc(-c3cccs3)nn12	11	0	-2	0	0.7	0	6	-1	.
COc1cc(CCC(=O)OCn2nnc3ccccc3c2=O)cc(OC)c1OC	-12	5	-1	-1	0.8	-4	-6	-5	i
NC(=O)c1ccsc1NC(=O)COC(=O)/C=C/c1ccccc1	3	-2	-6	-3	1.2	-3	5	-19	i

Individual results from above.
COc1ccc(OC)c2c(C)cc(NCCN3CCOCC3)nc12 – NRP1-CendR mod: 16
CC1CCc2c(sc3ncnc(SCC(=O)c4ccccc4)c23)C1 (centres undefined) – MT1-MMP act inh: 0
CCN1CCN(C(=O)c2ccc(OC)c(S(=O)(=O)Nc3ccc(C)cc3)c2)CC1 – MT1-MMP act inh: -2
NC(=O)c1ccsc1NC(=O)COC(=O)/C=C/c1ccccc1 – bovine MsrA act: -3
CC(=O)c1ccc(NC(=O)C2CCN(S(=O)(=O)c3cccc4cccnc34)CC2)cc1 – Rin1 Abl inh: -5

Random excerpt: two records from the list.
canonical_smiles	SKN-1 block	MT1-MMP act inh	E coli Lon inh	Rin1 Abl inh	MsrA inh	bovine MsrA act	FAS-TE inh	NRP1-CendR mod	Neddyl block
CC(=O)Nc1cccc(-c2cc(N3CCN(CCO)CC3)n3nccc3n2)c1	34	6	3	-4	-0.6	2	-8	-6	i
CCN1CCN(C(=O)c2ccc(OC)c(S(=O)(=O)Nc3ccc(C)cc3)c2)CC1	15	-2	8	-1	-0.7	-3	-5	5	i

(further entries)
canonical_smiles	SKN-1 block	MT1-MMP act inh	E coli Lon inh	Rin1 Abl inh	MsrA inh	bovine MsrA act	FAS-TE inh	NRP1-CendR mod	Neddyl block
Cc1ccc(C)c(S(=O)(=O)NC2CCS(=O)(=O)C2)c1 (centres undefined)	17	-1	-14	1	-1.6	-1	1	0	i
O=C(NN=Cc1c(F)c(F)c(F)c(F)c1F)c1ccc(NS(=O)(=O)c2cccs2)cc1	13	-3	-10	4	3.0	1	-2	-6	i
CN(C)c1ncc([N+](=O)[O-])cc1C(F)(F)F	-10	-2	0	-1	-0.7	-6	-4	-5	i
Cc1ccccc1C(=O)N1CCC(C(=O)NC2CCCCCC2)CC1	-2	4	-6	-1	0.5	-2	-6	9	i
O=C(c1ccc(Br)cc1)N1CCC(C(=O)N2CCN(c3ccccc3)CC2)CC1	-5	4	-6	2	1.9	-6	3	11	i
Fc1ccc(-c2ccnc3nc(-n4cccc4)nn23)cc1	8	11	-2	-2	1.9	6	-2	-2	i
O=C(CCCNS(=O)(=O)c1cccs1)N1CCN(c2cccc(Cl)c2)CC1	-6	0	2	3	-0.1	-2	5	12	i
Cc1ccc(S(=O)(=O)NCc2ccc3c(c2)cc(C)n3C)cc1	50	40	16*	-1	0.1	-2	-2	0	i
CC(C)N(Cc1ccccc1)C(=O)CN1C(=O)NC2(CCCc3ccccc32)C1=O (centres undefined)	10	-1	-3	3	-0.9	-6	1	14	i
CCn1nnnc1SCC(=O)Nc1nnc(C(C)C)s1	5	5	4	-2	-0.4	-3	-6	8	i
COc1cccc(C(=O)Nc2ccc(NC(=O)C3CCCCC3)nc2)c1	-8	4	0	-2	0.2	-1	3	9	i
O=C(Nc1ccccc1)N1CCCC(c2nc(-c3ccc(F)cc3)no2)C1 (centres undefined)	-7	-8	-1	1	0.6	-3	11	10	i
COc1cc(NC(=O)c2cccc(F)c2)cc(OC)c1OC	5	4	-11	0	-1.2	-6	-7	2	i
CC(=O)N1c2ccccc2-c2nc3ccccc3n2C1C (centres undefined)	26	3	8	-3	-0.1	-4	-2	-2	i

Bioassay records as filed in PubChem BioAssay.
